Arrestin-AP2 inh – inhibitors of beta-arrestin/AP2 binding, primary screen, biochemical, GPCR trafficking, flow cytometry; FITC-arrestin peptide / GST-AP2 beads; AP2 beta2 appendage carries R879A mutation; hit rate 0.31% among 340,000; beta-arrestin 1 C-terminal peptide binding to AP2 beta2-adaptin appendage (human); inhibition, % at 10 µM; AID 504490, 2011;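 active = inhibition above a set limit, near 3 SD of compounds lacking own fluorescence, cut at about 54% in these data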;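 note: plate controls were DMSO wells for no effect and 5 µM unlabelled arrestin peptide for full effect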
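System: GST-tagged AP2 beta2-adaptin appendage (R879A) on 4 µm glutathione beads / Reagent: FITC-arrestin peptide, 50 nM / Detection: HyperCyt-sampled flow cytometry, FL1 channel, ex 488/em 535 nm / Timing: 12 min plus 1 h, RT / Buffer or medium: PBS plus Tween 20 (0.05%) and BSA (0.1%)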
Keap1 Nrf2 FP – Keap1-Nrf2 protein-protein interaction inhibitors, primary screen, biochemical, fluorescence polarization, single point; Kelch-like ECH-associated protein 1 (Homo sapiens), Q14145; Keap1 Kelch-Nrf2 peptide fluorescence polarization, 1536-well; inhibition, % at 9.4 µM; hit rate 0.15% among 340,000; AID 504523, 2011; in the data active = inhibition above about 12%;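 note: human Keap1 Kelch domain with fluorescein labeled Nrf2 9mer peptide probe; 0% = neutral control wells and 100% = peptide positive control; higher means more block of Keap1 binding to Nrf2 peptide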
C-LANA FP – inhibitors of KSHV C-LANA binding to DNA, primary screen, biochemical, fluorescence polarization, FAM-LBS DNA, MBP-C-LANA, single point; inhibition, % at 9 µM; hit rate 0.078% among 340,000; AID 504423, 2011;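 active = highest replicate inhibition at or above 60% at 9 µM, even if other replicates fall short; inactive = all replicates below 60% inhibition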;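 note: 0% = neutral control wells and 100% = 4 µM acridine orange control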
RTF Ca sens inh – cardiac RTF calcium sensitivity inhibitors, primary screen, biochemical, IANBD-TnC fluorescence, EC70 calcium | hit rate 0.12% among 340,000 | Troponin I, cardiac muscle (Homo sapiens) + Troponin T, cardiac muscle (Homo sapiens) + … | AID 493244, 2011 | IANBD-labeled cardiac RTF, Ca2+ fluorescence | inhibition, % at 7.15 µM;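 active = inhibition above the mean inhibition of all tested compounds plus 3 SD, cut at about 17% in these data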;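 note: assay run at fixed EC70 calcium of 1.6 mM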
PKA-R2B act – activators of PKA-R2B holoenzyme, primary screen, biochemical, fluorescence polarization, Cy5-IP20, human; activation, % at 11.4 µM; PKA-R2B holoenzyme dissociation; R2B truncated from residue 108, S112A mutant; 0% DMSO only, 100% 113 µM cGMP; hit rate 0.079% among 340,000;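 active = activation above a cutoff set at the mean over all compounds plus 3 SD, cut at about 18% in these data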;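 note: higher means more holoenzyme dissociation and a rise in polarization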
Target sequence (P31323 whole entry, looked up, other chains not shown, the tested form may be a part): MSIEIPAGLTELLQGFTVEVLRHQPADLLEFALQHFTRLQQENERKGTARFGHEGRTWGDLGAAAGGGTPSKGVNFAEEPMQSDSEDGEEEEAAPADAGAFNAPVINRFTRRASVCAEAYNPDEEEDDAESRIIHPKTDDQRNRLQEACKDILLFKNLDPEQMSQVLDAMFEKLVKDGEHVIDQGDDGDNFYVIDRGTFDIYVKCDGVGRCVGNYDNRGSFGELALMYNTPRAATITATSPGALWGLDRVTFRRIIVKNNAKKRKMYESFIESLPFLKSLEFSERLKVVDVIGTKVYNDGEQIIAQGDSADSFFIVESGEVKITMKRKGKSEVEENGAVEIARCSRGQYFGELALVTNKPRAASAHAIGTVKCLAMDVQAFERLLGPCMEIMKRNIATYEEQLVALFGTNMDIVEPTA
PvdQ inh – P. aeruginosa PvdQ acylase inhibitors, primary screen, biochemical, fluorescence, plate reader and imaging, single point; PvdQ acylase [Pseudomonas aeruginosa LESB58]; purified PvdQ acylase; inhibition, % at 10 µM; hit rate 0.063% among 340,000; AID 488965, 2010; in the data active = inhibition above about 30%, passing the limit was not always enough;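 note: 0% = vehicle neutral wells and 100% = reference inhibitor wells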
DAGLB inh – DAGLB lipase inhibitors, primary screen, biochemical, fluorescence, HTS. Diacylglycerol lipase-beta (Homo sapiens), Q8NCG7. hit rate 0.059% among 340,000. AID 504411, 2011. HEK293T DAGLB membrane lysate, EnzChek fluorogenic substrate. inhibition, % at 5.17 µM; in the data active = inhibition above about 34%;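 note: 0% = enzyme with vehicle and 100% = wells lacking enzyme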
SR-BI uptake up – activators of SR-BI mediated DiI-HDL uptake, primary screen, ldlA[mSR-BI] CHO cells, DiI fluorescence; 3 h; 100 = double the neutral-control signal; activation, % at 12.5 µM; hit rate 0.096% among 320,000; AID 504775, 2011;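 active = mean replicate activation of at least 60% and every replicate at or above 60%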;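 note: 0% = median plate neutral-control signal and 100% = twice that signal; values of inactives mirror those of a sister screen read the other way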
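material = CHO ldlA[mSR-BI] cells | medium = Ham's F12 with 0.5% BSA, HEPES 25 mM, pH 7.4 | reagent = fluorescent DiI-HDL, 10 µg/mL final | compound dosing = single-point compound dose | incubation = 3 h, 37 °C | measured by = bottom-read fluorescence, 550/595 nm | measure = HDL uptake via cellular fluorescence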
NSD2 inh – NSD2 histone methyltransferase inhibitors, primary screen, biochemical, AlphaScreen, single concentration, set 2; Histone-lysine N-methyltransferase NSD2 (Homo sapiens), O96028; NSD2 peptide methylation, 120 min; inhibition, % at 12.5 µM; hit rate 0.54% among 310,000; AID 743445, 2014; in the data active = inhibition above about 50%
SR-BI HDL uptake – inhibitors of SR-BI mediated HDL lipid uptake, primary screen, ldlA[mSR-BI] cells, fluorescence, single point; Scavenger receptor class B member 1 (Mus musculus), Q61009; hit rate 0.96% among 320,000; inhibition, % at 12.5 µM; ldlA[mSR-BI] CHO cells, DiI-HDL uptake fluorescence, 3 h;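 active = mean replicate inhibition of at least 70% and a set share of replicates each scoring 70 or more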;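 note: 0% = median of neutral control wells and 100% = median of positive control wells; values of inactives mirror those of a sister screen read the other way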
Target sequence (Q61009 whole entry, looked up): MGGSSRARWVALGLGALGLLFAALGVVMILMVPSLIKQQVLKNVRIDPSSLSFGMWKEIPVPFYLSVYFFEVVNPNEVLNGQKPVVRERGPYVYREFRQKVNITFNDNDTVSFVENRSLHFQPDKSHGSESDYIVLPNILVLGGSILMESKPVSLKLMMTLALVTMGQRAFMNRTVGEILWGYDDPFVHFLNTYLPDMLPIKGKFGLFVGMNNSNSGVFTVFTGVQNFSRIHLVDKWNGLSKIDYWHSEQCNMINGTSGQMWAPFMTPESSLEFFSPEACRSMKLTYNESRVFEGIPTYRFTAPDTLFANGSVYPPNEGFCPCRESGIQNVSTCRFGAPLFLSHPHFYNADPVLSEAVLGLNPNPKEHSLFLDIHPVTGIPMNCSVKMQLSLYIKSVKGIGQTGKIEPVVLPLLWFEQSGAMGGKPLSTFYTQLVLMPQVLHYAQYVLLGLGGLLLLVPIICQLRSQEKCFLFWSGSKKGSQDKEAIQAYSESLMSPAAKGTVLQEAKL
* = called active by the depositor; . = no result given.

SMILES	Arrestin-AP2 inh	Keap1 Nrf2 FP	C-LANA FP	RTF Ca sens inh	PKA-R2B act	PvdQ inh	DAGLB inh	SR-BI uptake up	NSD2 inh	SR-BI HDL uptake
CCN(c1ccc(C)c(C)c1)S(=O)(=O)c1c(C)[nH]c(=O)[nH]c1=O	0	-5	0.8	-5	-7	-1	2	5	-1	-5
COC(=O)c1cc(C(=O)OC)cc(N2C(=O)CC(N3CCN(c4ccccc4)CC3)C2=O)c1 (centres undefined)	9	-5	-0.4	4	-14	12	1	-10	-2	10
CN(C)c1ccc(/C=N/N=C/c2ccccc2O)cc1	0	-1	-0.1	-11	8	-13	-4	-8	-1	8
CC(NC(=O)CN1CCN(c2ccc(Cl)cc2)CC1)c1ccccc1 (centres undefined)	15	4	-0.4	2	7	-9	4	-10	2	10
COc1ccccc1/C(C)=N/Oc1cc(N)cc([N+](=O)[O-])c1	-9	1	1.3	-2	-11	-10	3	-47	-1	47
CCOc1ccc(NS(=O)(=O)c2ccc(C(=O)N(C)CC(=O)Nc3cccc(OC)c3)cc2)cc1	-11	1	-0.6	3	0	-12	1	-10	0	10
O=C(c1cc[n+]([O-])cc1)N1CCCC(N2CCN(c3cccc(C(F)(F)F)c3)CC2)C1 (centres undefined)	-3	-1	-1.6	-4	0	-6	0	-12	2	12
Cc1ccc(OCCNCC(O)COc2ccccc2)cc1 (centres undefined)	-14	-1	0.1	-8	-5	-21	-2	-12	3	12
COc1ccc(NC(=O)C2CC(=O)NC(Nc3cccc(C)c3)=N2)cc1 (centres undefined)	-8	-2	-0.5	-2	-3	-10	2	.	-3	.
Cc1ccc(S(=O)(=O)N(C(=O)c2ccncc2)c2ccc(OC(=O)c3ccncc3)c3ccccc23)c(C)c1	5	3	2.1	-6	-1	-12	13	18	.	-18
C=Cn1nc(C)c2ccccc2c1=O	-2	-4	0.2	-4	-1	-8	3	12	-1	-12
Oc1c(Cl)cc(Cl)c2cccnc12	9	-6	1.3	-12	-10	-3	0	18	-4	-18
CN1C[C@@H]2C(c3ccc(C(F)(F)F)cc3)C3(c4cccnc4)CC2(C3)[C@H]1c1ccccc1 (some centres undefined)	-7	0	-1.5	-8	7	-7	-5	10	.	-10
CC1CN(c2nc3ccccc3nc2C(C#N)C(=O)NCc2ccc3c(c2)OCO3)CC(C)O1 (centres undefined)	5	-1	2.8	-22	-1	4	-1	27	-3	-27
CCOC(=O)c1c(CC(C)C)csc1NC(=O)CCl	-3	-2	3.4	-2	-1	-15	-8	13	1	-13
NC(=O)C(F)(F)C12OC3C4C5CC(C6C5C3C61)C42 (centres undefined)	-10	0	0.1	-2	-3	-5	3	48	-1	-48
O=C(/C=C/c1ccc(O)cc1)c1c(O)cc(O)cc1O	13	-1	0.1	-6	-5	-11	-4	-3	.	3
Cc1ccc(NC(=O)c2cnccn2)cc1S(=O)(=O)N(C)C	29	1	2.1	-3	-7	0	0	25	-2	-25
COc1ccc(/C=N/NC(=O)c2ccn[nH]2)cc1COc1ccc(Cl)cc1	9	-6	-1.3	-14	-3	-12	-2	-13	11	13
Cc1sc2nc(N)sc2c1C	2	4	1.5	-8	-4	-5	-2	6	3	-6
CCn1c2ccccc2c2nnc(SCCCn3c(=O)[nH]c4ccccc43)nc21	-1	-2	-2.1	3	6	-12	2	-29	.	29
N#C/C(=N/Nc1ccc(S(=O)(=O)N2CCOCC2)cc1)C(N)=O	4	0	-1.1	1	5	-7	1	17	-1	-17
Cn1c(C(=O)O)c(S(=O)(=O)c2ccc(Cl)cc2)c2ccccc21	-2	-5	0.7	-6	-1	-5	1	9	-1	-9
O=C(NC(NC1CCS(=O)(=O)C1)C(=O)c1ccccc1)c1ccc(Cl)cc1 (centres undefined)	-8	0	0.1	2	-9	-14	-3	9	.	-9
CCc1ccc(C(O)(CC)C(CN2CCOCC2)c2ccccc2)cc1 (centres undefined)	-2	1	0.5	-3	1	-12	-4	.	-3	.
Carrying on:
SMILES	Arrestin-AP2 inh	Keap1 Nrf2 FP	C-LANA FP	RTF Ca sens inh	PKA-R2B act	PvdQ inh	DAGLB inh	SR-BI uptake up	NSD2 inh	SR-BI HDL uptake
CN1CCC(NCCC(c2ccc(F)cc2)c2ccc(Cl)cc2)CC1 (centres undefined)	33	0	-0.2	-1	0	9	-3	9	4	-9
Cc1cc(N/N=C/c2ccc([N+](=O)[O-])o2)nc2ccccc12	0	2	-0.8	-2	-10	0	14	-55	3	55
c1ccc(CCC2CCCCN2Cc2nc(C3CC3)no2)cc1 (centres undefined)	4	1	0.0	6	4	2	-8	9	-1	-9
COc1ccccc1N(CC(=O)NC1CCCCC1)S(=O)(=O)c1ccccc1	-7	-4	-0.7	13	-1	4	-1	3	-2	-3
Cc1noc(C)c1COc1ccccc1C(=O)NCCc1ccccc1	47	4	1.1	1	2	-2	1	4	-2	-4
Cc1oc2ncnc(N)c2c1C	25	0	-0.1	1	0	5	1	37	0	-37
C[C@H](CO)N1C[C@H](C)[C@@H](CN(C)C(=O)NC2CCCCC2)Oc2c(NC(=O)Nc3ccc(C(F)(F)F)cc3)cccc2C1=O	7	-5	-2.8	-3	-10	-13	1	20	.	-20
Cc1cccc(N=C2NN=C(c3ccc4c(c3)OCCO4)CS2)c1	25	-2	0.7	1	2	-6	0	8	-1	-8
Cc1ccc(CC2SC(N=C(N)N)=NC2=O)cc1 (centres undefined)	5	0	-1.8	2	-2	-1	1	21	2	-21
c1ccc(Nc2n[nH]nc2-c2ccccc2)cc1	1	-4	1.4	-4	2	-23	-4	-11	8	11
CCOc1cc(C(=S)N2CCOCC2)ccc1OC	6	-1	-1.0	-8	2	6	-1	20	-1	-20
CCc1ccc(NC(=O)CCNS(=O)(=O)c2cccc3nsnc23)cc1	-12	-1	0.1	14	4	-7	3	2	4	-2
CC(C)Oc1ccc(/C(O)=C2/C(=O)C(=O)N(CCN3CCNCC3)C2c2ccc(C(C)C)cc2)cc1 (centres undefined)	1	-1	-2.8	-6	1	-13	1	-9	0	9
CCOC(=O)N1CCN(C(=O)CSc2nc(=O)n3cccc(C)c3n2)CC1	0	-2	0.4	-6	0	-8	1	10	0	-10
Cc1occc1-c1nnc(SCC(=O)N2CCCc3ccccc32)n1Cc1ccco1	-9	-4	-1.6	-6	-5	-15	-1	-3	2	3
CCCNc1c(N)c(=O)oc2ccccc12	29	7	-0.7	-7	-10	5	-1	4	0	-4
Cc1ccc(-c2ccc(/C=N\NC(=O)c3cc4c(ccc5ccccc54)o3)o2)cc1[N+](=O)[O-]	-4	-4	2.2	1	-6	-2	-3	9	.	-9
CSCCNC(=O)c1ccc(C(C)(C)C)cc1	2	6	0.3	-2	5	-8	-2	-11	-1	11
O=C(NCc1ccc(F)cc1)C1CCN(S(=O)(=O)c2ccc(Br)s2)CC1	-3	-3	-0.1	-7	-5	-13	-1	.	3	.
C/C(=N\Nc1c([N+](=O)[O-])c(C)nn1C)c1ccc(F)cc1F	-20	-6	1.3	-3	-2	-14	-3	-12	.	12
CCC(C)NC(=O)c1cc(CC(C)C)on1 (centres undefined)	-12	-8	0.9	-2	-6	-15	-1	10	.	-10
O=C(NCCCN1CCOCC1)/C(=C/c1ccc(F)cc1)NC(=O)c1ccccc1	1	-4	-0.1	-5	-6	-8	1	-2	-1	2
COc1ccccc1N1C(=O)C(Cl)=C(Nc2ccccc2O)C1=O	27	-7	-0.9	-12	3	-11	0	-12	5	12
CCOc1ccc(N(C(=O)c2cnccn2)C(C(=O)NC2CCCCC2)c2ccc(O)cc2)cc1 (centres undefined)	-28	-3	1.8	0	-14	-11	0	8	2	-8
COc1ccc(NC(=O)/C(=C/c2cccnc2)NC(=O)c2cccs2)cc1	66*	-1	-12	5	-3	6	2	-2	-2	2
The listing continues:
SMILES	Arrestin-AP2 inh	Keap1 Nrf2 FP	C-LANA FP	RTF Ca sens inh	PKA-R2B act	PvdQ inh	DAGLB inh	SR-BI uptake up	NSD2 inh	SR-BI HDL uptake
CCn1c(COC(=O)CNC(=O)c2ccccc2F)nc2cc(S(=O)(=O)N(C)C)ccc21	26	3	-2.6	-1	-12	6	-1	9	0	-9
CNC(=O)NC(=O)CSc1nnc(-c2ccco2)n1-c1ccccc1	5	-3	-0.1	-9	-4	-9	-2	24	-3	-24
COc1ccc2oc3cc(C)[n+]([O-])c(-c4ccc(Br)cc4)c3c2c1	-5	0	2.1	0	-10	7	0	-29	0	29
CC1=C(C(=O)NCCN2CCN(C)CC2)C2(CCC(C)CC2)OC1=O (centres undefined)	10	0	-0.2	-2	1	0	-2	7	1	-7
Cn1[nH]c(C(F)(F)F)cc1=O	0	-6	1.5	6	8	-15	-1	13	-3	-13
CCCCCc1nnc(NC(=O)CS(=O)(=O)Cc2ccccc2)s1	2	-3	1.3	-9	0	-16	3	7	0	-7
COC(=O)[C@@]1(Cc2ccc(OC)cc2)[C@H]2c3cc(C(=O)N(C)C)n(Cc4c(CO)[nH]cc(C)c4=O)c3C[C@H]2CN1C(=O)c1ccccc1	20	-3	1.1	-5	-4	3	1	18	.	-18
O=C(CCc1nnc(C2(c3ccc(Cl)cc3)CCC2)o1)N1CCCC(O)C1 (centres undefined)	0	1	-0.2	1	3	-11	0	16	-4	-16
CC1(C)CC(NC(=O)C(Cl)(Cl)Cl)CC(C)(C)N1	13	-1	-0.3	-5	-7	-11	0	3	.	-3
Cc1ccc(C(C)NC(=O)CSc2ccc(S(=O)(=O)N3CCOCC3)cn2)cc1C (centres undefined)	-10	-6	0.2	-14	-2	-3	1	9	1	-9
COCCCNS(=O)(=O)c1ccc(SC)cc1	-5	-4	-2.0	-13	1	-4	2	0	-1	0
NC(=O)c1ccsc1NC(=O)c1coc2ccccc2c1=O	-7	1	1.7	0	-14	11	4	12	-6	-12
CCc1ccccc1NC(=O)CNC(=O)c1n[nH]c(=O)c2ccccc12	-5	-2	-1.1	-5	8	-16	0	10	-2	-10

Looked up above:
C-LANA FP result of CN(C)c1ccc(/C=N/N=C/c2ccccc2O)cc1 stands at -0.1
Keap1 Nrf2 FP result of CCN(c1ccc(C)c(C)c1)S(=O)(=O)c1c(C)[nH]c(=O)[nH]c1=O stands at -5

Source: PubChem
